4MU fluor = qHTS Assay for Spectroscopic Profiling in 4-MU Spectral Region. compound autofluorescence, 340/450 nm, 4-MU equivalents; active compounds read high. max dye-equivalent concentration, M. actives 11% (n = 59,000); in the data active means max dye-equivalent concentration above about 10 nM; inconclusive means mostly about 1.1 nM to 9.6 nM
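Compounds in 100 mM Tris, pH 8.0, sat 15 min at room temperature before fluorescence was read at 340 nm excitation/450 nm emission; a per-plate six-point 4-MU standard curve converted signals to dye-equivalent concentration at each compound concentration.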
UbGFP stabilizer = Ubiquitin-GFP Assay. Ubiquitin-GFP reporter cells, proteasome inhibition, GFP fluorescence; response scale: untreated = 0%, 10 µM MG-132 = 100%. Potency, µM (top dose mostly 45.9 µM), for the others: at the highest dose activation (GFP accumulation), actives largely listed as activators. 67,000 tested, under 10 active; active means well fitted activation curve with a large enough effect, not every such curve was filed as active; inconclusive means small, poorly fitted or top-dose-only effect, or another doubt; inactive means no such curve, though single readings can be large or run the other way; further: potency means the concentration at half of the fitted maximal effect
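Reporter cells (U2OS, ubiquitin-G76V-GFP fusion) are plated overnight, then treated 4 hr at 37 °C with compound titrations from 46 uM down to 2.9 nM. Activity is scaled against untreated cells and 10 uM MG-132.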
A350 autofl = qHTS Assay for Spectroscopic Profiling in A350 Spectral Region | actives 11% (n = 59,000) | max dye-equivalent concentration, M | AID 590, 2007 | Compound autofluorescence, 340/450 nm, Alexa 350 dye-equivalents; active compounds read high; in the data active means max dye-equivalent concentration above about 10 nM; inconclusive means mostly about 1.1 nM to 9.6 nM
FLuc inh = qHTS Assay for Inhibitors of Firefly Luciferase; purified firefly luciferase, luminescence, 8 min; Potency, µM (series often up to 57.1 µM), inactives show at the highest dose activity change, negative = inhibition, actives largely listed as inhibitors; actives 2.2% (n = 72,000); further: potency means the concentration at half of the fitted maximal effect; on the % scale 0 is the no-effect control and ±100 the full control effect; nearly all actives have a fitted effect of over 40% in size
Target sequence (P08659 whole entry, looked up): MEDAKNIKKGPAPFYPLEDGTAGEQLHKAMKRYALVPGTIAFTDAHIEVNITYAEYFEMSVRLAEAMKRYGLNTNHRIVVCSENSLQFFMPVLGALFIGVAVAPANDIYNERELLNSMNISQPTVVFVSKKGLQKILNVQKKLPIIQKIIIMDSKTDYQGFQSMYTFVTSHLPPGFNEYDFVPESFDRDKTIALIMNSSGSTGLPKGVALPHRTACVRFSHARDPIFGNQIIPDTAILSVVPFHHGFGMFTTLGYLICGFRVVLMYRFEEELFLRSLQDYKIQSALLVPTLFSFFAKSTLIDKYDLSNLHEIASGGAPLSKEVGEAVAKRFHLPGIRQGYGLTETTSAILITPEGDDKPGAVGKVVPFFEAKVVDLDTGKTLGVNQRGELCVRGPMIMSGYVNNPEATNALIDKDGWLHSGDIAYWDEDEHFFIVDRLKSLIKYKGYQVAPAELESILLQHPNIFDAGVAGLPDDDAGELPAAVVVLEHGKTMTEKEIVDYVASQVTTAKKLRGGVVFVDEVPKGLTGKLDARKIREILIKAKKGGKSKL
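Substrate buffer containing 10 uM ATP (pH 7.2 imidazole, Mg2+, KCl, detergent, BSA) is dispensed, compound pinned in, then luciferase/luciferin detector mix added. After 8 min at ambient temperature, light output is measured.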
CRE-bla Fsk = Cell signaling CRE-BLA (Fsk stim); CHO CRE-bla reporter (cAMP response element driving beta-lactamase), forskolin EC10, beta-lactamase ratio; Potency, µM (series often up to 38.2 µM), inactives show at the highest dose activity change, negative = inhibition, most hits filed as activators; actives 2.5% (n = 71,000); AID 662, 2007; active means well fitted activation curve with a large enough effect in the signal ratio, with a control signal flat, not every such curve was filed as active; inconclusive means small, poorly fitted or top-dose-only effect, or effect the other way, or a change in a side signal; the % refers to the signal ratio; further: potency means the concentration at half of the fitted maximal effect; % of control where 0% means no effect
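Reporter-gene assay: CHO cells with beta-lactamase behind cAMP responsive elements, co-treated with compound and EC10 NKH 477 for 3 hours at 37 degrees Celsius. Activity came from the 460/530 nm CCF4 emission ratio.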
HBB splicing = qHTS Assay for Modulators of Hemoglobin Beta Chain Splicing; actives 0.06% (n = 65,000); Potency, µM (series often up to 46.1 µM), for the others: top-dose activation, hits mostly activators; HBB splicing reporter cell assay, activation; EGFP reporter with mutant IVS2-654 intron; response scale: normalised to 500 nM splice-correcting PNA; AID 925, 2007; further: potency means the concentration at half of the fitted maximal effect; 0% is about no effect
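HeLa cells stably expressing EGFP interrupted by mutant beta-globin intron 2 (IVS2-654), 500/well in 2% FCS. Treated with compound for 2 days at 37C. Splicing correction scored as total well GFP intensity (488 nm excitation, 500-520 nm emission); 500 nM antisense PNA served as control.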
GFP derepression = qHTS Assay for Epigenetic Modulators; mouse C127i GFP locus derepression, cytometry, 30 h; Potency, µM (doses to about 46.1 µM), without a hit: at the highest dose GFP derepression (activation); actives 0.09% (n = 68,000); AID 597, 2007; further: % of control where 0% means no effect
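Read-out is the number of GFP-positive cells, scored as fluorescent objects 20 to 120 um wide, reflecting derepression of a silenced CMV-GFP reporter in murine C127i cells after 30 h compound exposure at 37 C.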
Hsp90 Hop PPI = qHTS Assay for Disrupters of an Hsp90 Co-Chaperone Interaction; AID 595, 2007; Potency, µM (doses to about 57 µM), without a hit: at the top dose activity change, negative = inhibition; actives 0.44% (n = 71,000); AlphaScreen TPR2A-His6 binding biotin-Hsp90 C-terminal peptide; Hsp90 C-terminal peptide / TPR2A (Hop) interaction, human; active means well fitted curve in either direction with a large enough effect; inconclusive means small, poorly fitted or top-dose-only effect, or another doubt; further: potency means the concentration at half of the fitted maximal effect; on the % scale 0 is the no-effect control and ±100 the full control effect; many of its hits are not listed in these tables
ERK AVP block = qHTS Assay for Inhibitors of the ERK Signaling Pathway using a Homogeneous Screening Assay; actives 0.99% (n = 72,000); Potency, µM (top dose mostly 57.5 µM), for inactives: at the top dose activity, negative = inhibition, usual class: inhibitors; HEK293-V1b, vasopressin-stimulated pERK AlphaScreen; AID 995, 2007; further: potency means the concentration at half of the fitted maximal effect; on the % scale 0 is the no-effect control and ±100 the full control effect; nearly all actives have a fitted effect of over 55% in size
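qHTS, compounds titrated on V1b-expressing HEK293 cells. Preincubation 30 min at 37C, vasopressin 25 nM for 5 min, lysis 10 min, bead incubation 5 hr at room temperature.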
Fluorescein autfl = qHTS Assay for Spectroscopic Profiling in Fluorescein Spectral Region; AID 593, 2007; actives 0.91% (n = 59,000); max fluorescein-equivalent concentration, M; Compound autofluorescence, 480/540 nm, fluorescein-equivalent; active compounds read high; in the data active means max fluorescein-equivalent concentration above about 10 nM; inconclusive means between about 1.1 nM and that limit
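Tris 100 mM pH 8.0; 15 min RT; CCD read, ex 480/em 540 nm. Output: fluorescein-equivalent concentration per compound concentration, from six-point dye series on each plate.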
Texas Red fluor = qHTS Assay for Spectroscopic Profiling in Texas Red Spectral Region; Compound fluorescence, Texas Red channel, 547/618 nm; active compounds read high; max dye-equivalent concentration, M; AID 587, 2007; actives 0.06% (n = 59,000); in the data active means max dye-equivalent concentration above about 10 nM; inconclusive means between about 1.1 nM and that limit
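Texas Red-region profiling: compounds in 100 mM Tris pH 8.0 were read at 547/618 nm after 15 min at room temperature. Intensities were normalized against a six-point Texas Red standard series to give dye-equivalent concentration.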
Starred values were filed as active, the others as inactive; i = inactive; u = inconclusive; x = not tested or not shown; [ ] = another dose, or the depositor's remark. Unless noted, the call rests on the fitted dose curve; in most records, active means well fitted curve in the direction sought with a large enough effect; inconclusive means small, poorly fitted or top-dose-only effect, or another doubt; inactive means no such curve, though single readings can be large; an effect the other way counts as inactive or inconclusive.

SMILES | 4MU fluor | UbGFP stabilizer | A350 autofl | FLuc inh | CRE-bla Fsk | HBB splicing | GFP derepression | Hsp90 Hop PPI | ERK AVP block | Fluorescein autfl | Texas Red fluor
CCn1c(=NC(=O)CSC(C)=O)sc2ccccc21 | u | -4% | u | -3% | u | 3.0% | 4% | 4% | u | i | i
COc1ccc(C[C@@H]2C(=O)N[C@H](C)C(=O)N(C)[C@@H]3Cc4ccc(cc4)Oc4cc(ccc4O)C[C@H](C(=O)N[C@@H](C)C(=O)N[C@H](C)C(=O)N2C)N(C)C3=O)cc1 | i | 3%[9.17 µM] | i | 1%[11.4 µM] | u | 3.8%[9.22 µM] | 2%[9.22 µM] | 0%[11 µM] | -25%[11.5 µM] | i | i
N#Cc1ccc(CN2CCCC3(CCN(C(=O)c4ccncc4)CC3)C2)cc1 | i | -5% | i | 0%[11.4 µM] | 1% | 2.5% | -2%[9.22 µM] | -4% | 4% | i | i
COc1ccc(CNc2nc3ccccc3n2CCN2CCCCC2)c(OC)c1 | 3.1e-07M* | 2% | 3.2e-07M* | 5% | -5% | -0.7% | 3% | -1% | -8% | i | i
CC(C)c1nc(=S)n(-c2ccccc2)[nH]1 | i | 8% | i | 1% | 13% | -0.6% | 0% | -5% | -17% | i | i
O=C(O)c1cc(C(=O)O)cc(N2C(=O)c3ccccc3C2=O)c1 | i | 6%[9.17 µM] | i | 3%[11.4 µM] | 5%[7.6 µM] | -1.0%[9.22 µM] | -3%[9.22 µM] | -3%[11 µM] | 1%[11.5 µM] | i | i
COc1ccccc1C(=O)OCn1nnc2ccccc2c1=O | x | 1% | x | 0% | -9% | 0.6% | x | -1% | x | x | x
CCc1ccc2oc(-c3cc(N)cc(C)c3O)nc2c1 | i | -4% | i | 2.5µM* | -17% | -0.2% | 0% | -4% | 4% | i | u
CN1CCCN(C(=O)c2cc(=O)[nH]c3ccccc23)c2nc3ccccc3nc21 | u | 3% | 1.2e-08M* | 4% | -11% | -3.8% | 2% | -4% | -4% | u | i
CN1CCN(C2=C(Cl)C(=O)N(c3ccc(Cl)c(Cl)c3)C2=O)CC1 | x | 8% | x | 4% | u | 2.9% | 0% | -6% | 5% | x | x
CC(=O)c1ccc(NC(=O)N2CCN(c3cccc(Cl)c3)CC2)cc1 | i | 1% | i | 1% | u | 0.2% | 5% | -3% | -21% | i | u
Cc1cc(C)c(C(=O)CN2C(=O)CCC2=O)cc1C | i | 2% | i | 4% | -17% | -0.1%[57.5 µM] | -1% | 2% | 16% | i | i
CC(=O)N(CN1C(=O)c2ccccc2C1=O)c1cccc(C)c1 | i | 1% | i | -1% | 2% | x | -1% | -3% | 2% | i | i
O=S(=O)(c1cccc(C(F)(F)F)c1)N1CCC(O)(c2cccnc2)CC1 | i | 1% | i | 7% | 2% | x | 1% | -1% | -8% | i | i
Cc1cc(Nc2ccccc2C(=O)O)nc2nc3ccccc3c(=O)n12 | i | -9% | i | -2% | 10% | 4.5% | 4% | 0% | -5% | u | i
CN(c1ccccc1C(N)=O)S(=O)(=O)c1ccccc1 | i | -1% | i | 3% | 1% | 12% | 2% | u | 28% | i | i
C=C1CSc2nc(=O)c3c(C)c(C)sc3n21 | i | 0% | i | 2% | -3% | -0.5% | -3% | -1% | 5% | i | u
CN(C)c1ccc(/C=N\NC(=O)c2cnc3ccccc3c2)cc1 | i | -10%[9.17 µM] | i | -13%[11.4 µM] | 9%[7.6 µM] | 0.6%[9.22 µM] | 6%[9.22 µM] | -7%[11 µM] | 11%[11.5 µM] | u | i
C[C@@]12C(=O)OC(=O)[C@]1(C)[C@H]1CC[C@@H]2O1 | i | -11%[20.5 µM] | i | 1%[25.5 µM] | u | -1.7%[20.6 µM] | 1%[20.6 µM] | -5%[26 µM] | 5µM* | u | i
CCC(C)c1ccc(O)c(N)c1 (stereo unspecified) | i | -4% | i | -4% | -5% | 0.5%[57.5 µM] | -2% | -13% | -17% | u | u

The final 3 entries of the section before lead into the next.
SMILES | 4MU fluor | UbGFP stabilizer | A350 autofl | FLuc inh | CRE-bla Fsk | HBB splicing | GFP derepression | Hsp90 Hop PPI | ERK AVP block | Fluorescein autfl | Texas Red fluor
CN(C)c1ccc(/C=N\NC(=O)c2cnc3ccccc3c2)cc1 | i | -10%[9.17 µM] | i | -13%[11.4 µM] | 9%[7.6 µM] | 0.6%[9.22 µM] | 6%[9.22 µM] | -7%[11 µM] | 11%[11.5 µM] | u | i
C[C@@]12C(=O)OC(=O)[C@]1(C)[C@H]1CC[C@@H]2O1 | i | -11%[20.5 µM] | i | 1%[25.5 µM] | u | -1.7%[20.6 µM] | 1%[20.6 µM] | -5%[26 µM] | 5µM* | u | i
CCC(C)c1ccc(O)c(N)c1 (stereo unspecified) | i | -4% | i | -4% | -5% | 0.5%[57.5 µM] | -2% | -13% | -17% | u | u
COc1ccc(OC)c(C(c2nnnn2C(C)(C)C)N2CCc3ccccc3C2)c1 (stereo unspecified) | i | 13% | i | -2% | -9% | 4.1% | -2% | -4% | 5% | u | i
CC(C)C(c1nnnn1Cc1ccccc1)N(CCCO)Cc1cc2cc3c(cc2[nH]c1=O)OCO3 (stereo unspecified) | 3.5e-08M* | 12% | 3.7e-08M* | -2% | -7% | -0.3%[57.5 µM] | 7% | -3% | -1% | i | u
CCOC(=O)c1c(C)[nH]c(C(=O)COC(=O)c2cn(CC)c3nc(C)ccc3c2=O)c1C | i | -2% | i | 0% | 4% | -0.2%[57.5 µM] | -3% | -1% | u | i | i
CN1C(=O)N(C)C2CC1N(C)C(=O)N2C | 1.4e-08M* | -6% | 1.2e-08M* | -2% | -7% | -1.4% | -2% | -2% | -7% | i | i
Cc1ccc(OCCn2c(C)c(/C=N/n3cnnc3)c3ccccc32)cc1 | x | -1% | x | 0% | 1.6µM* | -3.3% | 0% | 0% | -2% | x | x
CCOC(=O)c1c(-c2ccc(OC)cc2)nc2nonc2c1N | 2.6e-08M* | 5% | 1.8e-08M* | 1% | u | -3.9% | 6% | -2% | -11% | i | u
O=C(Oc1ccc2ccc(OC(=O)N3CCOCC3)cc2c1)N1CCOCC1 | x | 6% | x | -13% | 11% | -1.6% | -2% | 0% | 2% | x | x
CCOC(=O)N1CCN(c2nc(C)cc(C(F)(F)F)n2)CC1 | i | -5% | i | 1% | u | -0.4% | 2% | 7% | 10% | i | i
O=C(CSc1nnc(-c2cccnc2)n1Cc1ccco1)c1ccc(Cl)c(Cl)c1 | u | -6% | u | -4% | u | -1.8% | 3% | -8% | 10% | i | i
CCSc1nc2c(c(=O)[nH]1)C(C(C)C)C(C#N)=C(N)O2 (stereo unspecified) | x | 3% | x | 1% | 17% | 0.4% | 0% | 0% | -14% | x | x
C[C@H](NCCN(C)C)[C@@H]1CCC2C3CCc4cc(O)ccc4[C@H]3CCC21C (stereo partly specified) | i | 3%[9.17 µM] | i | 2%[11.4 µM] | -7%[7.6 µM] | 1.9%[9.22 µM] | -3%[9.22 µM] | -1%[11 µM] | 7%[11.5 µM] | i | i
CCOc1ccc(CCNC(=O)C(CC)n2nc(C)n3c(cc4sccc43)c2=O)cc1OCC (stereo unspecified) | i | -11% | i | -1% | u | 0.9% | -2% | 2% | 7% | u | i
COc1cc(CN2CCN(c3ccccc3F)CC2)cc(OC)c1O | i | 0% | u | 2% | -17% | 0.1% | -1% | -2% | -7% | i | i
O=C(CCCCn1c(=O)c2ccccc2n(CC(=O)Nc2cccc(F)c2)c1=O)NCc1ccco1 | i | -2% | i | 0% | -2% | -0.1% | 19% | -4% | -15% | i | i
CC(C)CN(CC(C)C)c1nc(N)c(C#N)c(CC#N)c1C#N | u | -1% | u | 1% | u | -0.3%[57.5 µM] | -2% | 4% | -6% | i | i
O=C(O)CC(CC(=O)O)C(=O)O | i | 6%[9.17 µM] | i | 1%[11.4 µM] | u | 3.2%[9.22 µM] | 4%[9.22 µM] | -3%[11 µM] | 1%[11.5 µM] | u | i
CC(=O)Nc1ccccc1NC(=O)C(F)(F)F | x | 1% | x | -3% | 0% | 1.6% | 5% | -1% | -8% | x | x
NC12CC3CC(C1)CC(O)(C3)C2 | i | x | i | 1% | 8% | 5.3%[0.369 µM] | 0% | -4% | 13% | u | u
Nc1nc2nc3c(nc2c(=O)[nH]1)CN(c1ccc(C(=O)O)cc1)C3=O | i | 5%[9.17 µM] | i | 0%[11.4 µM] | 4%[7.6 µM] | 1.7%[9.22 µM] | 6%[9.22 µM] | -1%[11 µM] | 4%[11.5 µM] | i | u

Source: PubChem

A portion of the library (hit frequency here may not be typical).
